High-throughput results as filed in PubChem.
LYPLA1 counter = LYPLA1 inhibitors, primary screen, counter-screen for PME1 inhibitor project, biochemical, fluorescence polarization, FP-Rh probe ABPP; 320,000 tested, 0.16% active; recombinant LYPLA1; Acyl-protein thioesterase 1 (Homo sapiens), O75608; inhibition, % at 5.9 µM;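 active = inhibition above the mean of all tested compounds plus 3 SD, set per campaign, cut at about 14% in these data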;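 note: inhibitors block serine hydrolase probe labeling of LYPLA1 so polarization falls; 0% = enzyme with DMSO and 100% = wells lacking LYPLA1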
Target sequence (O75608 whole entry, looked up): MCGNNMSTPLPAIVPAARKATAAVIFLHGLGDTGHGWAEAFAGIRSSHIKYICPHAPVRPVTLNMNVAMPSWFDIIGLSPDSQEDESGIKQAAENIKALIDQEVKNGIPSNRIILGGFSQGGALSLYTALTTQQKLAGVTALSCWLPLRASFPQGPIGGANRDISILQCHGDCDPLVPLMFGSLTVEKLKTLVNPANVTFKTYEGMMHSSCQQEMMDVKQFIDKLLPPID
PAFAH1B3 FP inh = PAFAH1B3 enzyme inhibitors, primary screen, biochemical, fluorescence polarization, human | 340,000 tested, 0.28% active | Platelet-activating factor acetylhydrolase IB subunit alpha1 (Homo sapiens), Q15102 | AID 492972, 2010 | inhibition, % at 3.39 µM | recombinant PAFAH1B3, FP-rhodamine probe;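 active = inhibition above the screen-wide average of all tested compounds plus 3 SD, cut at about 25% in these data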;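 note: 0% = enzyme with DMSO only and 100% = wells lacking PAFAH1B3 protein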
PREPL inh = PREPL enzyme inhibitors, primary screen, biochemical, fluorescence polarization | AID 2751, 2010 | Prolyl endopeptidase-like (Homo sapiens), Q4J6C6 | 320,000 tested, 0.68% active | recombinant PREPL, fluorescence polarization activity-based probe | inhibition, % at 5.96 µM; in the data active = inhibition above about 43%;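 note: 0% = enzyme with DMSO and 100% = wells lacking enzyme; many of its hits are not listed in these tables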
EBNA-1 inh = EBNA-1 DNA-binding inhibitors, primary screen, biochemical, fluorescence polarization; inhibition, % at 14.8 µM; 300,000 tested, 0.34% active; in the data active = inhibition above about 28%
ZTA DNA inh = ZTA (EBV) inhibition in EBNA-1 counter-screen. ZTA-DNA binding, fluorescence polarization. inhibition, % at 11 µM. 320,000 tested, 0.15% active. AID 2234; in the data active = inhibition above about 33%
PAFAH1B2 inh = PAFAH1B2 enzyme inhibitors, primary screen, biochemical, fluorescence polarization, human; Platelet-activating factor acetylhydrolase IB subunit alpha2 (Homo sapiens), P68402; recombinant PAFAH1B2, FP-rhodamine activity probe; inhibition, % at 3.39 µM; 340,000 tested, 1.2% active;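 active = inhibition above the mean of all tested compounds plus 3 SD, cut at about 24% in these data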;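 note: 0% = enzyme with DMSO and 100% = wells lacking PAFAH1B2; many of its hits are not listed in these tables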
pPAFAH inh = pPAFAH enzyme inhibitors, primary screen, biochemical, fluorescence polarization, human. inhibition, % at 3.39 µM. recombinant pPAFAH, FP-rhodamine probe fluorescence polarization. 330,000 tested, 1.5% active;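 active = inhibition above the mean inhibition across the screen plus 3 SD, cut at about 25% in these data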;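 note: inhibitors block binding of the rhodamine activity-based probe so polarization drops; 0% = enzyme with DMSO and 100% = wells lacking pPAFAH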
Target sequence (Q13093 whole entry, looked up): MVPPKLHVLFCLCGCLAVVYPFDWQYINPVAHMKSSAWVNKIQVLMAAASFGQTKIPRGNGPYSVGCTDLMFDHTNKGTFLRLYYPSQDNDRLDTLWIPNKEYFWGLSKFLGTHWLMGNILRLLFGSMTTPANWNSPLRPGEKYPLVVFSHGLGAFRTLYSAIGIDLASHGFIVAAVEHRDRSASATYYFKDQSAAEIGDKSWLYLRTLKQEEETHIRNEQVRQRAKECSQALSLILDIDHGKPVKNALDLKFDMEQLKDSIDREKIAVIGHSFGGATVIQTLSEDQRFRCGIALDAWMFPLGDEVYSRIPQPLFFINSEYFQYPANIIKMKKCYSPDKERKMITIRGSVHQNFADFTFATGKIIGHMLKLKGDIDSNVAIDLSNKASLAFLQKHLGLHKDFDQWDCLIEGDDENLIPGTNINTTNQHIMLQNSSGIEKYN
PAFAH2 inh = PAFAH2 enzyme inhibitors, primary screen, biochemical, fluorescence polarization, human; Platelet-activating factor acetylhydrolase 2, cytoplasmic (Homo sapiens), Q99487; recombinant PAFAH2, FP-rhodamine activity probe; inhibition, % at 3.39 µM; 340,000 tested, 0.99% active; AID 492956, 2010;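 active = inhibition above the mean over all tested compounds plus 3 SD, cut at about 30% in these data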;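 note: inhibitors block probe labeling of enzyme so polarization drops; 0% = enzyme with DMSO and 100% = wells lacking PAFAH2 protein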
LYPLA2 inh = LYPLA2 inhibitors, primary screen, counter-screen for PME1 inhibitor project, biochemical, fluorescence polarization, FP-Rh probe ABPP | recombinant LYPLA2 | 320,000 tested, 0.38% active | inhibition, % at 5.9 µM | AID 2177, 2009 | Acyl-protein thioesterase 2 (Homo sapiens), O95372;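 active = inhibition above the screen-wide mean plus 3 SD, limit set per campaign, cut at about 26% in these data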;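 note: 0% = LYPLA2 with DMSO and 100% = wells lacking LYPLA2 enzyme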
Target sequence (O95372 whole entry, looked up): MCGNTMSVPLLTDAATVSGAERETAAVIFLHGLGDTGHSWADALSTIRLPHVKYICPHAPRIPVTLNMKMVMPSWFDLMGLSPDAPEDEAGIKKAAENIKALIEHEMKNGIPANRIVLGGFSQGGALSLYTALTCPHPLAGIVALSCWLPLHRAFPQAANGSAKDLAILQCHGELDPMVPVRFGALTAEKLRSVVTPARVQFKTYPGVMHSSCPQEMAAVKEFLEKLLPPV
* = called active by the depositor; nt = not tested or not shown; & = joins results of further samples.

nr	molecule	LYPLA1 counter	PAFAH1B3 FP inh	PREPL inh	EBNA-1 inh	ZTA DNA inh	PAFAH1B2 inh	pPAFAH inh	PAFAH2 inh	LYPLA2 inh
1	CCN1C(=O)C(CC(=O)NCCc2ccccc2)N(NC(=O)c2cccnc2)C1=S (centres undefined)	2	5	22	7	-6	1	3	5	3
2	O=C1N[C@H]2CC=C[C@H]2Nc2ccccc21	nt	2	nt	nt	nt	2	0	0	nt
3	CCc1ccc2c(c1)cc(C)c1nnc(SCC(=O)Nc3cc(OC)c(OC)cc3C(=O)O)n12	-1	5	-1	3	9	5	7	-2	2
4	CC12CS(=O)(=O)CC1SC(=S)N2c1ccccn1 (centres undefined)	3	2	14	-2	-10	1	3	-5	2
5	Cc1nc2ccccc2c(C)c1CC(=O)N(C)CC(=O)Nc1cccc(F)c1	4	8	-9	-4	-8	1	2	4	2
6	Cc1ccc(-c2csc(NC(=O)Cc3cccs3)n2)cc1C	5	1	-6	11	-10	0	10	-12	-4
7	O=C1C2C(c3ccccc3)CC=CC2[C@H](c2ccc3ccccc3c2)N1Cc1ccccc1 (some centres undefined)	-2	-15	10	2	14	3	4	-4	-9
8	CC(=O)N=c1sc2c3ccccc3ccc2n1C	1	3	-20	-1	-4	-3	-1	5	1
9	Cc1cccc(NC(=O)c2ccc([N+](=O)[O-])o2)n1	1	2	0	-1	9	1	4	4	1
10	CCCNc1c(NS(=O)(=O)c2ccc(Cl)s2)c(=O)oc2ccccc12	1	16	-9	5	-1	-4	1	8	14
11	CNC(=S)N1CCN(S(=O)(=O)c2ccc3ccccc3c2)CC1	3	10	1	4	-3	6	2	2	4
12	COc1ccccc1N/N=C/c1ccc2c(c1)OCO2	2	5	4	1	8	-2	12	0	2
13	COc1ccc(C2CC(c3cccs3)=NN2C(=O)CSc2nnc(N)s2)cc1OC (centres undefined)	5	8	8	5	-4	5	0	4	10
14	COc1cc(C)c(C(N)=O)c(OC)n1	-5	5	18	-17	-6	3	-1	-1	1
15	Cc1ccc(C)n1-c1ccccc1N1CCCCC1	2	1	-2	-1	-5	3	-2	-2	2
16	Cc1ccc(NC(=O)C2CCN(C(=O)c3ccc(Cl)cc3)CC2)nc1	4	10	7	-11	-6	3	1	2	5
17	CCCOc1ccc(C(=O)Nc2ccc(C)cc2[N+](=O)[O-])cc1	-2	0	7	-5	-1	-6	-2	1	11
18	O=C(O)/C(=C\c1cn(-c2ccccc2)nc1-c1cccnc1)NC(=O)c1ccccc1	1	6	-7	5	7	4	-3	-7	7
19	CCC(CC)C(=O)Nc1nnc(S(=O)(=O)Nc2ccc(OC)cc2)s1	5	8	-2	-3	-2	-2	13	8	6
20	CCOC(=O)C1CCN(c2nc3ccccc3n2CC(=O)c2ccccc2)CC1	-2	9	8	4	0	5	5	9	-1
21	Cn1nnnc1SCC(=O)N(C1CCCCC1)C1CCCCC1	3	2	1	-4	-13	8	-4	2	6
22	CCC(C)(C)NC(=O)CN(C(=O)CCC(=O)Nc1cc(C)ccn1)c1ccc2c(c1)OCCO2	0	12	0	-3	0	5	3	1	0
23	Cc1cc(NCCCO)n2nc(-c3cccs3)cc2n1	-2	1	2	-3	5	5	1	-4	1
24	COc1ccc(-c2nc(SCC(=O)N(CC(C)C)c3c(N)n(Cc4ccccc4)c(=O)[nH]c3=O)n[nH]2)cc1	0	5	9	-5	-3	3	-7	-1	2
25	Cc1cc(NC(=O)CSc2nc3sc4c(c3c(=O)n2C)CCCC4)no1	0	3	10	6	13	-1	1	-5	-4
26	O=C(NCCC1=CCCCC1)c1ccc(Cl)c(S(=O)(=O)N2CCCCC2)c1	-3	4	0	-10	-2	14	0	-4	-3
27	CC1=C(C)/C(=N\OS(=O)(=O)c2ccccc2)C=CC1=O	0	-4	0	8	-3	3	1	2	0
28	CCOc1ccc(Br)cc1CNc1ccc2c(c1)OCCO2	2	4	18	4	8	3	12	4	12
29	O=C(Nc1nccs1)C1=COCCO1	nt	2	13	nt	nt	2	2	7	nt
30	CN1CCN(c2cc(N3CCN(C(=O)c4ccco4)CC3)c3c4c(onc24)-c2ccccc2C3=O)CC1	1	9	35	1	16	9	11	5	1
31	O=C(O)CCC(=O)NCCn1c(-c2ccccc2)csc1=Nc1ccccc1	-1	5&5	0	2	-3	2&2	-3	12&3	-6
32	CCN(c1ccccc1)S(=O)(=O)c1ccc(C(=O)Nc2nnc(C3CC3)o2)cc1	1	3	18	4	-21	13	4	0	7
33	Cc1cc(C)cc(-n2nnn(C3C/C(=N/NC(N)=S)C4OCC3O4)c2=S)c1 (centres undefined)	1	5	-8	6	-9	2	-2	3	1
34	O=C(CCN1C(=O)/C(=C/c2ccc(Cl)cc2)SC1=S)NC1C=CS(=O)(=O)C1 (centres undefined)	-1	6	21	4	4	-3	3	1	6
35	COCc1ccc(C(=O)NC2CC(C)(C)Cc3c2cnn3-c2ccc(C)cc2)o1 (centres undefined)	1	5	4	-5	-8	-5	-1	-3	2
36	COc1cc(NC(=O)COC(=O)CSc2ccc3ccccc3c2)c(C)cc1[N+](=O)[O-]	-3	6	27	-18	4	11	19	1	-12
37	O=C(Cc1csc(-c2ccccc2)n1)Nc1ccc(C(F)(F)F)cc1	-6	-6	-27	5	-13	-4	-5	-6	-9
38	Cc1cc(-c2ccc(C)c(S(=O)(=O)NCC3CCN(Cc4ccc(F)cc4)CC3)c2)on1	1	3	-10	9	-8	0	-1	-4	3
39	Cc1cc(O)c(CN(C)C)c2c1C(=O)/C(=C/c1ccco1)O2	-2	18	-2	6	6	2	14	3	1
40	O=C(COc1coc(CN2CCc3ccccc32)cc1=O)Nc1ccc([N+](=O)[O-])cc1	3	-1	16	20	7	-1	9	7	3
41	CC(C)C[C@H](NC(=O)C1CCN(C(=O)[C@H](Cc2ccccc2)NC(=O)OC(C)(C)C)CC1)C(=O)O	-3	6	-6	-5	-4	1	7	0	1
42	O=C(O)/C=C/C(=O)Nc1ccccc1C(=O)OCC(=O)c1ccc2c(c1)OCCO2	1	5	25	12	-3	-1	3	2	11
43	CCOc1cccc(OCCOCCN(C)C)c1	5	8	13	-5	-13	1	-3	0	1
44	CC(=O)Nc1ccc(C2(c3ccc(NC(C)=O)cc3)NC(=O)c3ccccc32)cc1	-3	3	-7	-4	-6	-5	7	-5	1
45	O=C(O)[C@H]1CCCN1S(=O)(=O)c1cccc2cccnc12	-2	0	3	10	-8	3	2	-1	3
46	COc1ccccc1Nc1nnc(SC(C)C(=O)NC2CC2)s1 (centres undefined)	-5	1	3	nt	3	-3	1	6	-5
47	CCCCCCc1nnc(NC(=O)c2ccco2)s1	1	1	-8	-8	5	8	3	4	2
48	CCOC(=O)c1c(-c2ccc(C)cc2)csc1NC1=NS(=O)(=O)c2ccccc21	-4	-3	-6	-1	-4	-4	16	3	1
49	COc1ccccc1NC(=O)Cn1cnc2sc(C)c(S(=O)(=O)N3CCCCC3)c2c1=O	-4	-6	27	6	6	-2	3	1	2
50	COC(CN1CCc2c(C)nc3c(C#N)cnn3c21)OC	2	1	2	11	23	2	6	7	5
51	CCn1nccc1C(=O)Nc1ccc(Cl)c(Cl)c1	-18	2	-33	2	-5	-3	1	5	-2
52	C=CCN=c1scc(C)n1/N=C/c1ccc(O)c(O)c1	-6	12	19	1	10	6	34*	10	-6
53	COc1ccc2oc(C(=O)Nc3ccc(N4CCOCC4)cc3)c(C)c2c1	-3	4	7	2	-8	3	52*	13	-1
54	C=C(C)CN=c1scc(C)n1/N=C/c1ccco1	-2	13	12	-1	-4	2	7	3	1
55	O=C(c1ccco1)N1CCn2c1nc1ccccc12	-1	8	-6	5	-3	4	5	2	2
56	NC(=O)COC(=O)CNC(=O)c1sc2ccccc2c1Cl	3	6	-4	12	7	2	4	5	5

The list continues:
nr	molecule	LYPLA1 counter	PAFAH1B3 FP inh	PREPL inh	EBNA-1 inh	ZTA DNA inh	PAFAH1B2 inh	pPAFAH inh	PAFAH2 inh	LYPLA2 inh
57	CC(=O)Nc1ccc(NC(=O)C(C)O/N=C/c2cccc([N+](=O)[O-])c2)cc1 (centres undefined)	2	4	10	8	14	2	6	30*	0
58	CCn1nnnc1-c1ccc(OC)c(S(=O)(=O)Nc2ccc(C)c(C)c2)c1	-2	7	1	2	-1	3	7	-1	-8
59	Cc1noc(C(=O)Nc2cc(Cl)ccc2O)c1Cl	-2	7	-3	0	-12	4	3	12	-2
60	Fc1cccc(Cl)c1Cc1noc(/C=C/c2ccccc2)n1	-1	13	-6	-12	-6	-2	4	12	-1
61	Cc1oc(C(C)(C)C)cc1C(=O)NCC(=O)NCC(=O)O	0	1	5	-1	-9	1	-6	-7	5
62	Cc1cc(C(=O)OCC(=O)NCc2ccccc2Cl)c(C)o1	-2	0	1	10	15	2	2	51*	2
63	COC(=O)c1ccc(NC(=O)CSc2nncn2-c2ccccn2)cc1	-1	0	-4	3	0	1	2	-7	0

Gathered by group: those above containing a tert-butyl group
nr	molecule	LYPLA1 counter	PAFAH1B3 FP inh	PREPL inh	EBNA-1 inh	ZTA DNA inh	PAFAH1B2 inh	pPAFAH inh	PAFAH2 inh	LYPLA2 inh
41	CC(C)C[C@H](NC(=O)C1CCN(C(=O)[C@H](Cc2ccccc2)NC(=O)OC(C)(C)C)CC1)C(=O)O	-3	6	-6	-5	-4	1	7	0	1
61	Cc1oc(C(C)(C)C)cc1C(=O)NCC(=O)NCC(=O)O	0	1	5	-1	-9	1	-6	-7	5

A portion of the library (hit frequency here may not be typical).
